Bioassay records from PubChem.
PglD DTNB: blocks C. jejuni PglD acetyltransferase activity | purified PglD enzyme, DTNB colorimetric CoA detection | inhibition, % at 12.5 µM | actives 0.098% (n = 360,000); in the data active means inhibition above about 16%, passing the limit was not always enough; further: strong numbers were not always called active
* hit, by the source's call.

Start of the data: the first five entries, to show the layout:
cpd	canonical_smiles	PglD DTNB
1	C=CCn1c(C)cc(C)c(C#N)c1=O	-3.3
2	Cc1cc(C)c(C)c(S(=O)(=O)N2CCN(c3ncnc4sc(C)c(C)c34)CC2)c1C	3.3
3	COc1ccc(C(NC(=O)c2cccnc2)c2cc(Cl)c3cccnc3c2O)cc1OC (configuration not stated)	-4.5
4	O=C(NC1CCCCCCC1)C1CCN(c2nc3ccccc3o2)CC1	-2.8
5	O=C(/C=C1\NC2(CCCC2)Cc2ccccc21)N1CCOCC1	3.1

The listing, repeating the preview:
cpd	canonical_smiles	PglD DTNB
1	C=CCn1c(C)cc(C)c(C#N)c1=O	-3.3
2	Cc1cc(C)c(C)c(S(=O)(=O)N2CCN(c3ncnc4sc(C)c(C)c34)CC2)c1C	3.3
3	COc1ccc(C(NC(=O)c2cccnc2)c2cc(Cl)c3cccnc3c2O)cc1OC (configuration not stated)	-4.5
4	O=C(NC1CCCCCCC1)C1CCN(c2nc3ccccc3o2)CC1	-2.8
5	O=C(/C=C1\NC2(CCCC2)Cc2ccccc21)N1CCOCC1	3.1
6	CCN(CC)S(=O)(=O)c1ccc(S(=O)(=O)N2CCC(C(=O)NC3CCN(Cc4ccccc4)CC3)CC2)cc1	-2.7
7	Cc1cc(NC(=O)CN2CCN(S(=O)(=O)c3ccc(Cl)cc3)CC2)no1	3.6
8	O=C(c1cccc(C(=O)N2CCN(c3ncccn3)CC2)c1)N1CCN(c2ncccn2)CC1	4.5
9	CCCCn1c(N)c(C(=S)NC(=O)CC(C)C)c(=O)n(C)c1=O	-2.0
10	CCOC(=O)c1nc(Nc2ccc(C(=O)OC)cc2)c2ccccc2n1	-0.6
11	CCC(=O)Nc1ccc2c(c1)C(=O)N(C)C2=O	-1.0
12	COc1cc(NC(=O)COC(=O)c2ccc(S(=O)(=O)N3CC(C)CC(C)C3)cc2)c(C)cc1[N+](=O)[O-] (configuration not stated)	-6.4
13	C#CCn1cnc2c(oc3ccccc32)c1=O	-1.5
14	Cc1ccc(-c2c3c([nH]c(=S)c2C#N)CCCC3)o1	3.7
15	CCCCNC(=O)CCc1c(C)nc2nc(-c3cc(OC)cc(OC)c3)nn2c1C	3.8
16	c1coc(CNC2CCCCC2)c1	-1.2
17	COC(=O)Cc1ccc2c3ccccc3n(C)c2c1	-1.8
18	CN(C1CCCCC1)S(=O)(=O)c1ccc(C(=O)O)cc1	-1.9
19	Cc1cccc(C)c1NC(=O)N1CCC(c2nc3ccccc3o2)CC1	-0.7
20	O=C(O)CNS(=O)(=O)c1cc(Cl)c(Cl)cc1Cl	2.0
21	O=C(NCc1ccc2c(c1)OCO2)c1c(O)c2cccc3c2n(c1=O)CCC3	-5.1
22	Cn1c(SCC(=O)Nc2ccc(NC(=O)c3ccccc3F)cc2)nnc1-c1ccncc1	7.3
23	CCN1C(=O)C(O)(CC(=O)c2cc(C)ccc2C)c2ccccc21 (configuration not stated)	-6.2
24	CC(C)OC(=O)CSc1nnc(Cc2ccccc2)n1C	8.6
25	O=C(CSc1nnnn1C1CCCCC1)NCc1ccccc1	2.3
26	CCN1C(=NCC(C)C)N[C@@H](CCc2ccccc2)[C@H](C(=O)NCC(C)C)[C@H]1C	-6.2
27	O=C(CCc1ccc(S(=O)(=O)N2CCOCC2)cc1)Nc1cc(Cl)ccc1N1CCOCC1	2.5
28	COc1ccc2nc(C)cc(Nc3ccc(N4CCOCC4)cc3)c2c1	0.4
29	Cc1ccc(NC(=O)COC(=O)C2CC2C)c(S(=O)(=O)N2CCCCC2)c1 (configuration not stated)	3.0
30	Cc1cccc(C)c1NC(=O)C(C)c1ccc(-c2ccccc2)c(F)c1 (configuration not stated)	5.2
31	CC(C)(C)NC(=O)c1ccc(COc2ccccc2Br)o1	6.1
32	CC(C)C[C@@H](CN)NC(=O)c1nc[nH]c1C(=O)N[C@@H](CC(C)C)C(=O)CNC[C@H](C)NC(=O)c1nc[nH]c1C(=O)N[C@@H](CC(C)C)C(=O)O	-1.9
33	CC1(C)CC(=O)C2=C(C1)N=C1SCCC(=O)N1C2c1ccc(C(F)(F)F)cc1 (configuration not stated)	8.4
34	Nc1nc(-c2ccc3c(c2)OCCO3)cs1	3.8
35	COc1ccc(C)cc1Nc1n[n+](-c2ccccc2)c(-c2cc([N+](=O)[O-])cc(OC)c2O)s1	-1.4
36	CCCOC(=O)c1ccc(Oc2c(-c3ccc(O)cc3O)n[nH]c2C)cc1	5.7
37	CCOC(=O)c1cccc(NC(=O)CSc2nnc(C3CCCCC3)n2C)c1	-5.5
38	CCc1nc2c(OCC(=O)C(C)(C)C)cccn2c1N(C)C(=O)C(C)C	0.3
39	O=c1[nH]cnc2scc(C3COc4ccccc4O3)c12 (configuration not stated)	3.2
40	CC[C@@H](C)[C@@H]1CN([C@@H](CN2CCC[C@H]2CN2C(N)=NC[C@@H]2Cc2ccccc2)C(C)C)C(=N)N1CCCC1CCCC1	0.5
41	CC1CC(=O)N(CC(=O)Nc2ccc3c(c2)OCO3)c2ccccc2S1 (configuration not stated)	-5.6
42	CCN(CC)S(=O)(=O)c1cccc(C(=O)N[C@H](C(=O)O)C(C)C)c1	-10.6
43	Cc1nnc2sc(-c3cccc(NC(=O)c4cccnc4)c3)nn12	3.7
44	CCCC(=O)c1ccc(N2CCN(C(=O)c3ccc(Br)cc3)CC2)c(F)c1	-2.5
45	CC(=O)OCc1cc2cc(C)ccc2[nH]c1=O	-5.6
46	CC[C@@H]1C(c2cccc(Cl)c2)=NN(c2ccc(Br)cc2)[C@H]1C(=O)N1CCOC1=O	1.4
47	O=C(OCC(=O)N1CCN(C(=O)c2ccco2)CC1)c1ccccc1C(=O)c1ccc(Cl)cc1	4.5
48	CCC(C)N1CCCC1C(=O)Nc1c(C)cc(C)cc1C (configuration not stated)	14.0
49	COc1ccc(N2C(=O)/C(=C/c3ccc([N+](=O)[O-])cc3)C=C2c2ccccc2)cc1	-1.8
50	COc1ccc(NC(=O)Nc2ccc(F)cc2F)c(C)c1	0.0
51	O=C1C(=O)N(c2nccs2)C(c2ccccc2)/C1=C(\O)c1ccc2c(c1)OCCO2 (configuration not stated)	-1.3
52	CN(C)S(=O)(=O)c1ccc(-c2ccccc2)cc1	3.2
53	CC(C)NC(=O)C1CCN(C(=O)c2cc3sccc3n2Cc2ccc(F)cc2)CC1	-1.6
54	COC(=O)c1sc(NC(=O)CSc2nnc(C(C)C)n2C)nc1C	3.2
55	Cc1ccc(Cn2ccc(NC(=O)c3nn(C)cc3Cl)n2)cc1	3.1
56	COc1ccccc1Nc1nc(N(C)c2ccccc2)nc(N)c1[N+](=O)[O-]	2.5
57	CCCCc1ccc(NC(=O)Nc2cc(C)nn2C)cc1	-5.7
58	CC1CCCN(Cc2nc3c(c(=O)n(C)c(=O)n3C)n2CCc2ccccc2)C1 (configuration not stated)	-6.0
59	COc1cc(-c2nc3cnccn3c2Nc2c(C)cccc2C)ccc1O	-5.1
60	S=c1nc(C2CCCCC2)[nH][nH]1	-2.7

Other records follow:
No.	structure	PglD DTNB
61	CCC(=O)N(Cc1ccco1)c1nc(-c2ccc(OC)cc2)cs1	-5.3
62	COc1ccc(-c2oc3cccnc3c2C#CCO)cc1	-1.7
63	CCOC(=O)C1=C(N)OC2=C(C(=O)CC(C)(C)C2)C1c1cccs1 (configuration not stated)	5.5
64	CC1(C)CC(NS(=O)(=O)c2ccc(S(=O)(=O)N3CCOCC3)cc2)CCO1 (configuration not stated)	-0.6
65	CCCCCn1c(=O)[nH]c2cc(C(=O)NCCN3CCCCC3C)ccc2c1=O (configuration not stated)	2.4
66	O=C(CCCSc1nc2ccccc2[nH]1)Nc1nnc(-c2ccccc2)o1	9.8
67	O=c1[nH]nc(Cc2ccc3ccccc3n2)c2ccccc12	0.7
68	C=CCO/N=C(/C)c1c(O)c(CC)c(-c2ccccc2)n(-c2ccccc2)c1=O	0.7
69	Cc1ccc(OCCC(=O)OCC(=O)C(C)(C)C)cc1	-3.3
70	Cc1ccc(C(=O)Nc2cc3c(cc2N2CCCCC2)n(C)c(=O)n3C)cc1	-5.1
71	CC[n+]1c(/C=C/N(C)c2ccccc2)n(-c2ccccc2)c2ccc(-c3nc4ccccc4s3)cc21	-29.5
72	Cc1ccc(NC(=O)Cn2cccc2)cc1C	1.0
73	CCOc1ccc(NC(=O)C(=O)NCCCn2ccnc2)cc1	3.2
74	CCCS(=O)(=O)NC(=O)C1(C)CCN(C(=O)Cc2cccc3ccccc23)C1 (configuration not stated)	-0.1
75	CCCS(=O)(=O)NC(=O)C1(C)CCCN(C(=O)c2ccc(F)cc2Cl)C1 (configuration not stated)	6.3
76	O=C(CN1CCCC1)Nc1ccccc1Cl	3.6
77	COc1ccc(Br)cc1CNC(=O)CCc1nc(-c2ccccc2F)no1	6.1
78	O=C(O)[C@H](Cc1ccccc1)NC(=O)N1CCOCC1	7.6
79	COc1ccccc1NC(=O)NCC(=O)Nc1ccc(F)c(F)c1	-10.3
80	CC1(c2ccc3ccccc3c2)NC(=O)N(CC(=O)N2CCN(Cc3ccccc3)CC2)C1=O (configuration not stated)	-0.4
81	CC(=O)c1ccc(N2CCN(C(=O)C3(S(=O)(=O)c4ccc(Cl)cc4)CC3)CC2)cc1	-3.5
82	COc1cc(C(=O)NC(c2ccccc2)c2ccccc2)cc(OC)c1C	-0.9
83	COc1cccc2cc(C(=O)N3CCN(C(=O)c4ccccc4)CC3)c(=O)oc12	5.3
84	Cn1ccnc1SCc1cn2cc(Br)ccc2n1	-2.9

In the list so far, 2 contain a cyano group:
No.	structure	PglD DTNB
1	C=CCn1c(C)cc(C)c(C#N)c1=O	-3.3
14	Cc1ccc(-c2c3c([nH]c(=S)c2C#N)CCCC3)o1	3.7

Rewritten with each value named: entries from further up.
77: COc1ccc(Br)cc1CNC(=O)CCc1nc(-c2ccccc2F)no1
  PglD DTNB = 6.1
79: COc1ccccc1NC(=O)NCC(=O)Nc1ccc(F)c(F)c1
  PglD DTNB = -10.3

Further records follow:
No.	structure	PglD DTNB
85	CCCNC(=O)c1c(NC(=O)C2COc3ccccc3O2)sc2c1CCCC2 (configuration not stated)	-2.5
86	C=CCOc1ccc(/C=C\c2nc(O)c([N+](=O)[O-])c(=O)[nH]2)cc1OC	-6.5
87	O=C(Cc1c[nH]c2ccccc12)N1CCc2ccccc21	4.4
88	Cc1ccc(S(=O)(=O)N[C@@H](CC(C)C)C(=O)NCc2ccco2)cc1	4.2
89	CC(=O)Nc1cc(C(F)(F)F)ccc1OCCOc1ccccc1	8.4
90	COc1cc(/C=C/C(=O)c2ccc(Cl)s2)cc(OC)c1O	3.2
91	Cc1ccc2c(c1)NCCO2	-0.3
92	O=C1Nc2ccccc2Nc2ncccc21	-2.8
93	O=C(Nc1ccc2c(c1)OCO2)c1c(F)c(F)c(F)c(F)c1F	8.6
94	Cc1ccccc1C(=O)N1CCC(n2nccc2NC(=O)C2CC2)CC1	-1.2
95	O=c1c2[nH]c3ccc(F)cc3c2ncn1CCCN1CCOCC1	-4.9
96	c1ccc(CCc2ccccc2-c2nc(-c3ccccn3)no2)cc1	-4.4
97	CCN(CC)C(=O)c1cnn(-c2ccccc2)c1NC(=O)c1cccs1	-1.8
98	c1ccc(C[C@H]2CN=C(Nc3ccccc3)N2CCCC2CCCC2)cc1	-2.2
99	COc1cccc(NC(=O)N(CCCN2CCOCC2)C(C)c2cc3cccc(OC)c3o2)c1 (configuration not stated)	4.5
100	COc1ccc(C(=O)/C=C/Nc2cccc(C)n2)cc1OC	0.1
101	COCCOC(=O)C1=C(C)NC(=O)NC1c1ccc(OC(=O)c2ccco2)c(OC)c1 (configuration not stated)	5.8
102	CCOC(=O)CC(=O)CSc1nc2c(sc(=S)n2-c2ccccc2)c(=O)[nH]1	-5.3
103	C=C(Br)CN1CCN(CC(=C)Br)CC1	2.8
104	CCOC(=O)N1CCN(C(=O)c2ccc(S(=O)(=O)Nc3cccc(C(F)(F)F)c3)cc2)CC1	4.8
105	CCOc1nnc(C)c2c(C)n(-c3cccc(OC)c3)nc12	-3.4
106	Cn1c(CN2CCCCC2)nc2cc(NC(=O)c3ccccc3)ccc21	-2.1
107	COc1ccc(NC(=O)C2CC2)cc1OC1CCCC1	-3.1
108	COC(=O)c1cc(Br)c(=O)n(CC(C)C)c1	-6.3
109	CC(C)NC(=O)CN(C)S(=O)(=O)c1ccc(F)cc1	1.9
110	Cc1ccccc1OC(C)C(=O)NC1CCCC1 (configuration not stated)	-2.3
111	COc1ccc(-c2cccc(NC(=O)COc3ccc(Cl)cc3)c2)nn1	-1.1
112	CCn1c(SCc2nc(-c3cccs3)no2)nnc1-c1c[nH]c2ccccc12	-5.2
113	[O-]C1=N/[N+](=C/c2ccc(Cl)cc2)CC1	-4.4
114	CC1(C)Oc2nc3ccccc3n2/C1=C\C#N	-0.9
115	CCOc1ccc(CN(C(=O)c2ccco2)C2CCS(=O)(=O)C2)cc1 (configuration not stated)	-0.3
116	CCC1CCc2c(sc3nc(SCC(=O)NCc4ccco4)n(-c4ccccc4)c(=O)c23)C1 (configuration not stated)	4.5
117	O=C1CN(c2ccccc2F)C(=O)CN1c1ccccc1F	-1.2
118	COc1cccc(/C=C2\SC(=S)N(CCCC(=O)Nc3cccc(C(=O)O)c3)C2=O)c1	-1.9
119	COc1c(O)ccc2cnn(-c3ccccc3C)c(=O)c12	1.4
120	CCCS(=O)(=O)NC(=O)C1(C)CCN(C(=O)c2ccccc2Br)C1 (configuration not stated)	0.8
121	C=CCSc1nnc(-c2cc3c(C(F)(F)F)nn(C)c3s2)n1C	1.5
122	Cc1ccc2nc(SCC(=O)Nc3c(C)n(C)n(-c4ccccc4)c3=O)[nH]c2c1	0.7
123	COc1ccc2[nH]cc(C(=O)CN3CCCC(C)C3)c2c1 (configuration not stated)	-1.8
124	O=C(OCCN(CCOC(=O)c1ccncc1)S(=O)(=O)c1cccs1)c1ccncc1	6.2
125	CC(C)(C)n1ncc2c(=O)n(CC(=O)Nc3ccccc3)cnc21	-2.1
126	O=C(O)C1C2C=CC(C2)C1C(=O)NCCCN1CCOCC1 (configuration not stated)	-3.0
127	CN1C(=O)N(C)C2(CC1(C)C)CC(C)(C)N(C)C(=O)N2C	1.4
128	O=C1N(c2ccccc2)C2CS(=O)(=O)CC2N1c1ccc(Br)cc1 (configuration not stated)	4.1
129	O=C(CNC(=O)c1ccco1)OCN1C(=O)c2ccccc2C1=O	0.6
130	CCCCc1c(C)nc(N)[nH]c1=O	0.9
131	CCN1CCN(CC(O)COCc2ccccc2)CC1 (configuration not stated)	3.0
132	COc1ccc(-c2ccc(=O)n(CC(=O)NCc3ccco3)n2)cc1	2.3
133	COC(=O)c1ccccc1NC(=O)c1ccc2c(c1)C(=O)N(Cc1ccco1)C2=O	4.6

Some of the compounds tested, so the mix of outcomes need not match the whole.
